# Screens from PubChem BioAssay.
# PfHsp40 rescue – restores yeast growth despite PfHsp40 toxicity. S. cerevisiae expressing PfHsp40, growth rescue, ATP luminescence. growth rescue, % at 12.5 µM. 340,000 tested, 0.68% active. AID 504582; in the data active = growth rescue above about 28%, passing the limit was not always enough;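 also: yeast W303a lacking pdr1 and pdr3 grown in galactose medium; growth measured after three days at 30 °C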
# TcdB inh – TcdB glycohydrolase inhibition. TcdB glycohydrolase enzymatic assay, plate reader. P18177. AID 652162. inhibition, % at 9.99 µM. 350,000 tested, 0.24% active; in the data active = inhibition above about 10%
# DUSP3 inh – inhibitors of human VHR1 phosphatase (DUSP3); recombinant VHR phosphatase, pNPP absorbance; P51452; inhibition, % at 13.3 µM; 290,000 tested, 0.52% active; in the data active = inhibition above about 50%; also: some compounds called inactive have numbers as strong as hits
# Yp Topo-I inh – Y. pestis Topo-I inhibition via cleavage products. Y. pestis Topo-I cleavage product accumulation, plate reader. activity, % at 10 µM. 360,000 tested, 0.064% active. AID 504884; in the data active = activity above about 50%, passing the limit was not always enough; also: inactives centre near 2
# CCHF vOTU inh – blocks the CCHF virus ovarian tumor domain protease; CCHFV vOTU protease, Pep-AMC fluorescence; inhibition, % at 11.5 µM; 370,000 tested, 0.55% active; AID 651958; in the data active = inhibition above about 30%; also: 0% = vehicle wells with enzyme and 100% = no enzyme wells
# BoNT A protease – BoNT A light chain protease inhibition; multiplex microsphere protease substrate cleavage, flow cytometry; 360,000 tested, 0.17% active; inhibition, % at 10 µM; also: plate controls were buffer without enzyme for full effect and enzyme alone for no effect
# Anthrax LF inh2 – inhibitors of Bacillus anthracis lethal factor protease; P15917; multiplex microsphere protease cleavage assay, LF; inhibition, % at 10 µM; 360,000 tested, 0.12% active; AID 588501; also: plate controls were buffer without enzyme for full effect and enzyme alone for no effect
# PriA SSB inh – inhibitors of Klebsiella pneumoniae PriA binding to SSB C-terminal tail. AlphaScreen SSBct-PriA binding, biotinylated peptide. inhibition, % at 33 µM. 430,000 tested, 0.6% active; in the data active = inhibition mostly above about 37%, no sharp cut-off; inactive = mostly below about 20%;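 also: plate controls were negative control peptide for no effect and reference peptide for full effect; strong numbers were not always called active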
# BH1578 lux ind – quorum light induction in luxS cqsA deficient V. cholerae. V. cholerae BH1578 lux reporter, luminescence, 6 h. activation, % at 18.7 µM. 350,000 tested, 0.16% active. AID 588436; in the data active = activation mostly above about 9.7%, no sharp cut-off; also: not every result past the cut was called active; inactives centre near 0; reference of the scale not given here
# SARS 3CLpro inh – SARS-CoV 3CLpro protease inhibition; P0C6X7; recombinant SARS-CoV 3CLpro, quenched FRET peptide cleavage; inhibition, % at 6 µM; 290,000 tested, 0.14% active; AID 1706; in the data active = inhibition above about 12%
# Active calls of the source: *; i = inactive; . = not tested or not shown. Rule as the data show it, unless noted: active = inhibition above about 30%; inconclusive = no clear call, values can overlap the other calls; inactive = below that. Some of the compounds tested; count on the stated rates, not on these rows.
SMILES,PfHsp40 rescue,TcdB inh,DUSP3 inh,Yp Topo-I inh,CCHF vOTU inh,BoNT A protease,Anthrax LF inh2,PriA SSB inh,BH1578 lux ind,SARS 3CLpro inh
CN(C)CCN1CCN(C2CN(Cc3cn(Cc4ccc(Cl)cc4)nn3)S(=O)(=O)C2)CC1 (stereo unspecified),.,1.2,.,.,-3.9,0.8,-0.5,.,.,.
CCN(CC)S(=O)(=O)c1ccc(OC)c(NC(=O)C2CC(=O)N(c3ccc(C)cc3)C2)c1 (stereo unspecified),1.6,0.5,3.0,-2.4,3.2,-0.9,-6.4,2.3,-0.5,3.6
Cc1cccc(Cl)c1NC(=S)NN,-1.8,-0.3,6.2,15.9,-13.9,-0.1,-13.6,11.5,-0.4,1.3
C[C@H](O)C(=O)C1=Nc2c(nc(N)[nH]c2=O)NC1,-1.4,0.5,.,0.9,-41.2,0.6,-0.5,-5.0,i,.
CC12CCC(=O)N1C(C(=O)N1CCN(c3cccc(Cl)c3)CC1)CS2 (stereo unspecified),0.0,1.4,.,4.1,-1.4,-0.2,3.0,-8.5,i,.
CC1(C(=O)Nc2ccccc2Cc2ccccc2)CCN1Cc1ccccc1Cl (stereo unspecified),.,1.4,.,47.2,8.4,-0.3,-10.1,.,1.5,.
CC(C)(CNC(=O)c1cccc(S(=O)(=O)NCc2ccccc2)c1)N1CCOCC1,0.4,0.8,.,1.8,4.1,3.3,2.8,-13.3,-3.4,.
CCC(C)Sc1ccc(-c2nc3ccc(Cl)cn3c2NCc2ccccc2)cc1 (stereo unspecified),-1.1,-0.1,.,9.9,-2.6,-0.5,-1.9,-2.1,-0.4,.
CCN(C[C@H]1N[C@@](CC)(C(=O)OC)[C@H]2C(=O)N(C)C(=O)[C@@H]12)C(=O)Nc1ccc(OC)cc1,0.0,0.2,.,-3.8,1.8,-0.1,-2.3,-0.8,i,.
CC1CCN(c2nc(N3CCCCC3)nc(N3CCCCC3)n2)CC1,-0.1,0.8,40.8,-4.9,-8.1,-0.5,-7.3,-10.9,-0.9,-0.7
CSc1ccccc1NC(=O)CN(c1ccccc1)S(=O)(=O)N(C)C,-0.6,.,-15.7,5.1,1.2,0.6,-2.8,-3.7,i,-0.9
O=C(COc1ccccc1Cl)Nc1cccnc1,1.0,0.2,43.6,3.1,-9.0,-1.4,-4.3,-19.4,i,3.0
Cc1cc(NCc2cccnc2)nc(N)n1,-0.8,-0.5,34.2,4.1,-6.5,0.0,4.1,-0.3,-0.6,-1.5
O=C(OCC(=O)N(C1CCCCC1)C1CCCCC1)c1ccc(Cl)nc1,0.8,1.2,.,-1.7,4.2,0.6,-1.7,-1.4,1.2,.
COCCn1c(C)cc(C(=O)COC(=O)/C=C/c2c(C)nn(C3CCS(=O)(=O)C3)c2Cl)c1C (stereo unspecified),-0.3,-5.3,.,20.2,2.0,1.4,3.1,7.4,i,.
CCOC(=O)c1cnc(-n2nc(C)cc2C)nc1NNc1cc(C)nc(-c2ccccc2)n1,0.9,1.9,2.6,-2.5,0.0,-0.3,-3.4,-5.6,-0.3,1.3
COc1ccc(NC(=O)/C(=C\c2cc(OC)c(OC)cc2[N+](=O)[O-])NC(=O)c2ccccc2)cc1,-0.3,.,31.5,23.3,-1.1,-0.5,1.7,1.9,i,-2.7
COc1ccccc1/C=C/C(=O)OCC(=O)Nc1ccc(Cl)cn1,-0.2,0.5,16.6,6.7,0.0,-1.1,2.0,-7.8,i,5.0
COc1ccccc1C(=O)NCC(=O)OC(C)C(=O)N(C)C1CCCCC1 (stereo unspecified),0.0,0.4,.,0.9,-1.5,0.4,1.5,4.7,i,.
NC1=C([N+](=O)[O-])C(c2ccc3c(c2)OCO3)C2=C(CCCC2=O)O1 (stereo unspecified),0.3,-0.5,10.7,2.7,12.9,-3.2,-10.5,-2.8,-3.8,-3.0
O=C(COC(=O)CC1c2ccccc2CCN1S(=O)(=O)c1ccccc1)Nc1ccccc1 (stereo unspecified),1.3,1.1,-9.6,30.0,-1.9,0.2,-1.0,-8.2,i,4.0
O=C(Nc1ccccc1)N1CCN(c2ccc(C(F)(F)F)cn2)CC1,1.0,.,-6.0,4.5,9.8,-0.1,-12.8,-2.0,7.1,-3.2
Cn1cc(Br)c(C(=O)NNC(=O)c2cccc(Br)c2)n1,-0.1,.,28.7,3.2,0.7,-0.8,-2.9,-2.4,-0.5,5.6
COC(=O)c1ccccc1NC(=O)CN(c1c(C)cccc1C)S(C)(=O)=O,0.9,1.4,17.8,5.5,2.9,-0.7,-4.6,-6.2,-0.3,0.3
NS(=O)(=O)c1cccc(NC(=O)c2cc(-c3cccs3)nc3ccccc23)c1,0.8,1.0,6.1,-13.4,-39.5,0.4,-0.6,-1.5,i,0.8
# (next part)
SMILES,PfHsp40 rescue,TcdB inh,DUSP3 inh,Yp Topo-I inh,CCHF vOTU inh,BoNT A protease,Anthrax LF inh2,PriA SSB inh,BH1578 lux ind,SARS 3CLpro inh
Cc1ccc(C(=O)NC(=S)N2CCCCCC2)cc1,-0.2,0.2,.,5.9,6.3,-2.2,3.5,2.3,i,.
OCc1ccc(-c2cncc3nccn23)cc1,.,1.7,.,9.9,-155.1,0.0,-7.5,.,-0.9,.
Cc1noc(C)c1S(=O)(=O)N1Cc2ccccc2CC1C(=O)N(C)C (stereo unspecified),-1.3,1.0,-20.1,5.6,16.1,1.1,-1.5,-13.5,-0.2,1.3
Cc1[nH]c2ccccc2c1NC(=O)CN1CCN(c2cccc(C(F)(F)F)c2)CC1,2.7,.,7.2,9.7,21.3,-0.7,-8.5,4.9,0.4,-3.1
Cc1ccc(-n2nnnc2SCC(=O)N2CCN(C(=O)c3ccco3)CC2)c(C)c1,0.2,.,2.0,10.8,-1.3,0.9,10.9,-8.6,i,-1.2
S=C(NC1CC1)N1CCN(c2ccc(Cl)cc2)CC1,3.5,-0.1,17.4,-1.9,1.4,-0.2,-1.0,-0.3,i,1.5
CCCCOC(=O)c1ccc(NC(=O)C(=O)NCCN(CC)CC)cc1,-2.4,9.1,15.5,-2.0,0.3,-0.5,-2.9,-14.6,-1.6,0.0
CC(C)OCCCNC(=O)C1CCC(=O)N1C(C)C (stereo unspecified),1.0,.,-7.1,2.7,-0.4,0.0,-2.1,-9.9,i,0.2
CCCCCC(=O)N/N=C(\C)c1ccc(NC(=O)c2ccco2)cc1,58.6*,.,13.9,2.3,2.9,0.2,3.2,.,5.0,5.9
CC1CN(S(=O)(=O)c2cccc(C(=O)NCCC3=CCCCC3)c2)CC(C)O1 (stereo unspecified),-0.1,-1.9,.,11.9,7.0,2.0,-1.1,0.9,-0.7,.
CCc1ccccc1NC(=O)C1CCCN(S(=O)(=O)c2c(C)noc2C)C1 (stereo unspecified),-0.3,.,10.7,-7.1,2.9,0.1,1.9,-1.6,i,-3.6
COC(=O)c1cccc(N2C(=O)c3ccccc3S2(=O)=O)c1,0.9,.,13.8,-3.0,4.5,1.6,2.9,-9.7,i,2.3
Cc1cc(=O)oc2c3c(cc(OCC(=O)NCC4CCC(C(=O)O)CC4)c12)OC(C)(C)CC3 (stereo unspecified),1.0,1.1,16.5,-5.1,-206.4,-0.2,-5.7,-1.0,-0.4,1.2
CS(=O)(=O)N1CCC(C(=O)N2CCN(c3ccccc3F)CC2)CC1,1.2,1.6,-1.0,-0.7,-12.9,-0.8,-11.0,-16.3,-2.0,1.6
CCN(CC)S(=O)(=O)c1ccc(N2CCN(C)CC2)c(NC(=O)CSCC(=O)Nc2cccc(C)c2)c1,0.3,2.4,.,8.3,1.8,.,.,2.4,0.9,.
COc1cc(OC)c(C(=O)O/N=C(\N)c2ccccc2)cc1OC,1.2,1.4,.,3.5,-6.1,-4.1,-0.5,i,i,0.6
O=C(c1ccco1)N1CCN(C(=O)c2sccc2-c2ccccc2)CC1,-0.2,.,44.1,14.7,-2.9,-0.9,-1.8,-12.2,-1.3,-1.2
O=C(O)c1ccccc1NS(=O)(=O)c1ccc2c3c(cccc13)C(=O)N2,5.2,.,-11.1,0.3,-10.2,-0.7,-12.6,4.0,i,1.3
CCOC(=O)C(C)Sc1nc(=O)n2ccccc2n1 (stereo unspecified),1.4,0.7,27.4,0.1,-0.6,-0.4,-8.9,-6.7,-1.5,-6.2
COc1ccc(OCc2cc(=O)[nH]c3ccccc23)cc1,-0.5,0.5,-18.5,8.7,-8.0,1.1,-7.2,5.5,i,-1.4
Cc1cnc(C(=O)OCC(=O)Nc2ccc(C)c(S(=O)(=O)N3CCOCC3)c2)cn1,0.4,1.2,.,-0.2,-10.8,-0.6,-2.9,-7.3,-3.3,.
CNS(=O)(=O)c1cccc(C(=O)OCc2cc(=O)n3cc(Br)ccc3n2)c1,11.4,.,11.0,-3.0,8.9,0.5,2.0,1.1,-0.5,3.2
CCOc1ccccc1N1CCN(C(=O)C2c3ccccc3Oc3ccccc32)CC1,0.3,.,50.3*,41.3,3.0,-0.1,-2.0,7.3,i,7.9
O=C(O)c1cc2nc(C3CC3)cc(C(F)(F)F)n2n1,0.0,0.4,-20.3,-4.0,4.3,1.7,-6.5,-3.8,-0.3,-9.2
C1CCC(n2nnnc2CN2CCN(C3CCCC3)CC2)CC1,-2.3,.,11.3,2.1,-2.2,0.0,0.5,-7.1,3.2,-9.9
COCCn1c(SCC(=O)Nc2ccc(F)cc2F)nc2c([nH]c3ccccc32)c1=O,-1.5,0.3,23.9,11.3,22.9,-3.6,-4.4,-3.0,0.6,4.7
Cc1cc(C)cc(NC(=O)C(c2ccccc2)N2CCN(CC(=O)N3CCCC3)CC2)c1 (stereo unspecified),-0.4,-1.7,.,-14.3,-6.1,1.9,0.1,4.7,-0.9,.
COc1ccccc1NC(=O)c1cc2ccccc2nc1C,-1.2,1.5,13.0,11.5,-10.5,-0.8,7.1,-1.4,-0.1,0.5
Cn1c(Oc2ccccc2NCc2cccc(Br)c2)cc(=O)n(C)c1=O,-0.7,.,29.7,23.7,10.1,-0.1,-5.9,-8.4,-0.6,-3.8
Cc1nc2cc(-c3ccccc3)[nH]n2c(=O)c1C,1.1,1.4,30.3,-4.5,-8.9,-1.4,-5.2,-14.1,-0.5,6.2

# Sorted by molecular weight (low to high): part of the list above
SMILES,PfHsp40 rescue,TcdB inh,DUSP3 inh,Yp Topo-I inh,CCHF vOTU inh,BoNT A protease,Anthrax LF inh2,PriA SSB inh,BH1578 lux ind,SARS 3CLpro inh
OCc1ccc(-c2cncc3nccn23)cc1,.,1.7,.,9.9,-155.1,0.0,-7.5,.,-0.9,.
COC(=O)c1cccc(N2C(=O)c3ccccc3S2(=O)=O)c1,0.9,.,13.8,-3.0,4.5,1.6,2.9,-9.7,i,2.3
C1CCC(n2nnnc2CN2CCN(C3CCCC3)CC2)CC1,-2.3,.,11.3,2.1,-2.2,0.0,0.5,-7.1,3.2,-9.9
O=C(c1ccco1)N1CCN(C(=O)c2sccc2-c2ccccc2)CC1,-0.2,.,44.1,14.7,-2.9,-0.9,-1.8,-12.2,-1.3,-1.2
O=C(O)c1ccccc1NS(=O)(=O)c1ccc2c3c(cccc13)C(=O)N2,5.2,.,-11.1,0.3,-10.2,-0.7,-12.6,4.0,i,1.3
Cn1c(Oc2ccccc2NCc2cccc(Br)c2)cc(=O)n(C)c1=O,-0.7,.,29.7,23.7,10.1,-0.1,-5.9,-8.4,-0.6,-3.8

# 2 entries from above, with values under each structure.
# Below each SMILES – PfHsp40 rescue	TcdB inh	DUSP3 inh	Yp Topo-I inh	CCHF vOTU inh	BoNT A protease	Anthrax LF inh2	PriA SSB inh	BH1578 lux ind	SARS 3CLpro inh
- O=C(c1ccco1)N1CCN(C(=O)c2sccc2-c2ccccc2)CC1
→ -0.2	.	44.1	14.7	-2.9	-0.9	-1.8	-12.2	-1.3	-1.2
- O=C(O)c1ccccc1NS(=O)(=O)c1ccc2c3c(cccc13)C(=O)N2
→ 5.2	.	-11.1	0.3	-10.2	-0.7	-12.6	4.0	i	1.3
